# Screening data as filed in PubChem.
# PAX8 inh HTS = inhibitors of PAX8-driven TPO luciferase reporter, primary screen, RMG-I cells, single concentration. SteadyGlo, 24 h. inhibition, % at 12.6 µM. hit rate 1.2% among 360,000;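 active = mean replicate inhibition at least 60% with every replicate also reaching 60%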;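 also: luciferase light reporting Pax8 driven TPO promoter activity; plate controls were median of neutral control wells for no effect and mitoxantrone controls for full effect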
# LGR2 antag = inhibitors of bursicon-induced LGR2 CRE-luciferase signal, primary screen, cell-based, HEK293, CRE-luciferase reporter, bursicon stimulation. hit rate 0.35% among 380,000. bursicon-stimulated, 4 h. inhibition, % at 9.99 µM. Drosophila bursicon receptor LGR2 (rickets);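 active = drop in luminescence signal, shown as inhibition above about 50% in the replicate tests, limit read from the data, passing the limit was not always enough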;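 also: agonist challenge used bursicon conditioned medium at about half maximal strength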
# EWS-Fli block = EWS/Fli-driven NR0B1 reporter inhibitors, primary screen, A673 cells, NR0B1 luciferase, luminescence, MLPCN library | AID 651661, 2012 | hit rate 0.67% among 350,000 | viability-normalised | inhibition, % at 12.6 µM;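 active = mean inhibition of at least 50% after viability correction, with every replicate also passing that limit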;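 also: firefly luciferase signal divided by Alamar Blue viability fluorescence both relative to DMSO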
# miR-122 sensor = miR-122 Renilla sensor signal increase in Huh7, primary screen, miR-122 inhibitor project, cell-based, single point, plate reader | hit rate 0.3% among 340,000 | AID 602342, 2012 | Huh7 miR-122 Renilla luciferase sensor, 48 h; neutral wells = 0, positive control = 100 | activation (reporter increase), % at 12.5 µM;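 active = mean replicate activation score at least 90 and every replicate individually at or above 90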;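 also: higher luciferase means less miR-122 activity so hits act as miR-122 inhibitors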
# PGC1a acetyl inh = inhibitors of PGC1a acetylation signal, primary screen, cell-based, U2OS, AlphaScreen, inhibitor mode; inhibition, % at 15.6 µM; AID 651687, 2012; AlphaScreen anti-acetyl-lysine; with virally co-expressed GCN5 acetyltransferase; hit rate 0.17% among 350,000;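 active = every replicate shows inhibition of at least 40%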;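 also: 0% = neutral control wells and 100% = positive control wells; some results beyond the cut were filed as inactive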
# FN deposit inh = inhibitors of fibronectin matrix deposition, primary screen, AH1F cells, Alexa488-fibronectin fluorescence, plate reader; AH1F fibroblasts, overnight; hit rate 0.086% among 350,000; inhibition, % at 12.6 µM;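 active = mean inhibition across replicates of 30% or more, regardless of how many single replicates reach that level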;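 also: positive control wells lacked labelled fibronectin entirely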
#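 Assay system: AH1F fibroblasts / Quantity: 10000 cells per well / Medium: DMEM plus 2% serum, read in PBS / Reagent: labelled fibronectin 24 nM / Dosing: single dose, pinned / Times: 1 h cell attachment, overnight exposure to compound and label / Signal: fluorescence, ex 485 nm, em 525 nm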
# Casp6 inh = human caspase-6 inhibitors, primary screen, biochemical, VEID-R110 fluorescence, single point, set 2; hit rate 0.53% among 350,000; inhibition, % at 12.5 µM; P55212; purified caspase-6, Z-VEID-R110 cleavage fluorescence;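 active = mean inhibition across replicates at least about 35%, with every replicate also reaching that limit, limit read from the data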;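 also: 0% = median of neutral control wells and 100% = no fluorescence left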
# Target sequence (P55212 24-179 limits assumed): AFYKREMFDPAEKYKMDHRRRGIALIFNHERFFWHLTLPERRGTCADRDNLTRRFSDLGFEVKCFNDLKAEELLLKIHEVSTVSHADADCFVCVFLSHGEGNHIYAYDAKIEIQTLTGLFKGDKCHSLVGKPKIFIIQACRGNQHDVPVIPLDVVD
# Target sequence (P55212 194-293 limits assumed): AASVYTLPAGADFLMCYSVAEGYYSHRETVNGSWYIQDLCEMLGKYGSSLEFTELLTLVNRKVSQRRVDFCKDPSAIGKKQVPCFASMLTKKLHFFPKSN
# Cneo AK release = Cryptococcus neoformans cell lysis inducers, primary screen, AK release luminescence, single concentration; hit rate 0.2% among 360,000; AID 651654, 2012; C. neoformans lysis, adenylate kinase release luminescence, 4 h; normalised: neutral wells 0, clomiphene wells 100; lysis activity, % at 15 µM;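 active = mean lysis activity across replicates of at least 80%, whatever share of replicates individually reach that level; inactive = mean lysis activity below 80%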
#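 Test system: log-phase Cryptococcus neoformans yeast cells. Input: 5 × 10^6 yeast cells/mL. Medium: fresh YPD growth medium. Doses: single dose. Incubation: static 4 h at 37 °C with compound, 1 h detection. Measured by: luminescent adenylate kinase detection reagent. Read-out: signal increase indicating cell lysis. Benchmarks: Clomiphene.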
# Active calls of the source: *; / = no result given; [ ] = remark or other dose.
SMILES,PAX8 inh HTS,LGR2 antag,EWS-Fli block,miR-122 sensor,PGC1a acetyl inh,FN deposit inh,Casp6 inh,Cneo AK release
Cc1ccc(S(=O)(=O)N2CCOCC2)cc1NC(=O)COc1ccc2c(C)cc(=O)oc2c1,0,4,0,-1,4,4,4,0
Fc1cccc(F)c1[B-](F)(F)F,-14,0,1,-7,15,0,-1,5
CC(=O)Nc1ccccc1OCC(=O)NCCc1ccc(Cl)cc1Cl,5,3,0,-5,/,-1,-2,/
Cc1cccc(C)c1NC(=O)C1(N2CCN(C(=O)c3ccco3)CC2)CCCCC1,19,/,12,/,/,-4,0,/
Cc1[nH]c2ccccc2c1/C=N/NC(=O)CCC(=O)NCc1ccccc1,17,39,-4,/,7,-2,-1,/
O=C(Cn1cc(C(F)(F)F)cc(Cl)c1=O)NCCc1ccc(Cl)cc1Cl,11,-24,3,/,-4,1,-3,/
OCCCNc1ncnc2[nH]ncc12,/,4,-11,/,5,3,-2,1
O=C(/C=C/c1cccc(F)c1)OCC(=O)N1CCc2ccccc21,6,1,4,-3,8,-7,-2,1
O=C(C[C@@H]1C[C@H]2c3cc(NC(=O)NC4CCCC4)ccc3O[C@H]2[C@H](CO)O1)NC1CCCCC1,6,-13,5,6[16.7 µM],-3,-4,-3,16
CCCCn1c(N)c(N(CCC(C)C)C(=O)C(C)N2C(=O)c3ccccc3C2=O)c(=O)[nH]c1=O (configuration not stated),-19,15,0,/,/,0,10,/
CCc1cc(-c2n[nH]c(C)c2-c2nc3ccccc3n2C)c(O)c(CN2CCN(C)CC2)c1O,/,-5,-14,/,2,/,-26,-1
CCOC(=O)C1C(C(=O)OCC)C2C(=O)C3C(C(=O)OCC)C(C(=O)OCC)C3C(=O)C12 (configuration not stated),-4,6,-1,-6,-14,-2,1,-1
CC(C)NC(=O)N1[C@@H](CO)[C@@H](c2ccccc2)C12CN(Cc1ccccc1)C2,/,-16,0,/,-9,/,-2,/
C[C@@H]1CCCCO[C@H](CN(C)C(=O)CCC(F)(F)F)[C@H](C)CN([C@@H](C)CO)C(=O)c2cc(NC(=O)CCCN(C)C)ccc2O1,-28,-3,-17,-1[16.7 µM],-5,-5,/,-3
COc1ccc(/C=C(/NC(=O)c2ccccc2Cl)C(=O)NCCCC(=O)O)cc1,-6,5,6,-7,36,9,0,/
C[C@H]1CN([C@@H](C)CO)C(=O)Cc2cc(NS(=O)(=O)c3ccc(F)cc3)ccc2O[C@H]1CN(C)Cc1ccc(Oc2ccccc2)cc1,1,7,-7,-3[16.7 µM],-6,/,1,1
Cc1noc(C)c1NC(=O)N[C@@H]1CC[C@@H](CC(=O)N2CCN(C)CC2)O[C@H]1CO,/,-14,/,/,1,-6,0,3
Cc1nn(CC(=O)Nc2cccc(O)c2)c(=O)c2ccccc12,11,-6,-2,3,1,0,2,1
C[C@@H]1CN([C@H](C)CO)C(=O)c2cc(-c3ccccc3F)cnc2O[C@H]1CN(C)C(=O)C1CCOCC1,-5,16,-5,-4[16.7 µM],-1,/,2,1
CCc1ccc(NC(=O)NCC2CCN(Cc3cccc(Cl)c3)CC2)cc1,-11,2,5,/,/,3,-3,1
CCCOc1ccc2ccccc2c1/C=C1\SC(=O)NC1=O,7,12,2,4,76*,-4,7,-6
Cc1ccc2nc(-c3ccc(S(=O)(=O)N4CCCCC4)cc3)cn2c1,18,-40,-50,/,-1,-1,1,/
O=C(c1cc2ncccn2n1)N1CCc2c([nH]c3ccccc23)C1c1ccccc1F (configuration not stated),27,17,21,-1,-6,0,-1,/
CC1CCCC(C)N1C(=O)COC(=O)c1ccc(O)cc1 (configuration not stated),/,/,/,0,-9,11,/,1
C[C@@H](O)C#Cc1ccc([C@H]2[C@H]3CN(C(=O)c4ccc(F)cc4)CCCCN3[C@H]2CO)cc1,-52,0,5,-13[16.7 µM],-6,/,-2,1

# Grouped by structure, those above containing a CF3 group.
SMILES,PAX8 inh HTS,LGR2 antag,EWS-Fli block,miR-122 sensor,PGC1a acetyl inh,FN deposit inh,Casp6 inh,Cneo AK release
O=C(Cn1cc(C(F)(F)F)cc(Cl)c1=O)NCCc1ccc(Cl)cc1Cl,11,-24,3,/,-4,1,-3,/
C[C@@H]1CCCCO[C@H](CN(C)C(=O)CCC(F)(F)F)[C@H](C)CN([C@@H](C)CO)C(=O)c2cc(NC(=O)CCCN(C)C)ccc2O1,-28,-3,-17,-1[16.7 µM],-5,-5,/,-3

# Next section
SMILES,PAX8 inh HTS,LGR2 antag,EWS-Fli block,miR-122 sensor,PGC1a acetyl inh,FN deposit inh,Casp6 inh,Cneo AK release
COc1ccc2[nH]c(=O)c(CN(c3ccccc3)S(=O)(=O)c3ccccc3)cc2c1,-3,1,4,4,0,-3,0,2
c1ccc2oc(-c3csc(NCC4CCCO4)n3)cc2c1 (configuration not stated),-187,-28,18,/,/,-12,-3,/
O=C(Nc1c2c(nn1-c1ccc([N+](=O)[O-])cc1)CS(=O)(=O)C2)c1cccs1,0,-8,10,0,7,2,6,0
COc1ccc(CCNC(=O)C2CC2)cc1,0,1,-6,/,-2,1,1,/
CC(C)(C)NC(=O)c1cccc2c1-c1ccccc1C2=O,-3,-14,18,/,/,2,1,0
CN(C(=O)COC(=O)c1c2c(nc3ccccc13)CCCC2)c1c(N)n(Cc2ccccc2)c(=O)[nH]c1=O,21,6,5,-6,7,4,3,/
COCC(=O)N(C)C[C@H]1Oc2cc(C#C[C@H](C)O)ccc2S(=O)(=O)N([C@H](C)CO)C[C@@H]1C,/,7,7,-4[16.7 µM],4,3,5,0
Cc1ccc(NC(=O)c2ccccc2Cl)c(Cl)c1,-121,/,/,8,9,-3,/,-7
O=S(=O)(NCCc1ccccc1)c1cccc2cccnc12,13,4,9,/,6,6,2,/
CCOC(=O)Nc1cccc2c1-c1ccc([N+](=O)[O-])cc1C2=O,/,9,-6,/,/,4,1,/
COc1ccc(-c2ccccc2[C@H]2[C@@H](C#N)N(C(=O)C3CCC3)[C@H]2CO)cc1,1,5,3,/,-8,-1,1,/
CNC(=O)[C@@]1(Cc2ccccc2)C=C[C@@H](C)N1C(=O)OC,11,-23,-2,/,/,8,-2,-4
Cn1c2c(c(=O)n(C)c1=O)NC1(N2)C(=O)Nc2ccccc21 (configuration not stated),11,15,-3,/,/,1,2,2
Cc1ccccc1S(=O)(=O)Cc1ccc(C(=O)N2CC(C)CC(C)C2)o1 (configuration not stated),14,-1,-6,-2,1,2,-1,-2
COc1ccc(C)cc1NS(=O)(=O)c1cn(C)c(=O)n(C)c1=O,-3,-11,-36,17,/,-1,-2,-2
COc1ccc(S(=O)(=O)N2CC[C@H]3[C@H](CO)Nc4ccc(-c5cccc(C#N)c5)cc4[C@H]32)cc1,31,-21,-3,-7[16.7 µM],-13,11,1,0
O=C(O)c1ccc(CNC(=O)C2CCCN2C(=O)OCc2ccccc2)cc1 (configuration not stated),-1,-12,5,-6,/,0,0,-2
O=C(Nc1ccccc1)c1cccnc1NCCc1ccccc1,-28,/,-11,/,/,13,2,/
COc1cccc(CN(c2ccc3c(c2)CCC3)S(=O)(=O)c2ccc(-n3cnnn3)c(OC)c2)c1,17,-4,/,25,-6,/,/,3
COc1ccc(-n2nnnc2Sc2ccc(S(=O)(=O)N3CCOCC3)cn2)cc1,/,/,/,-6,2,1,/,-1
Cc1ccc(-c2nc(C(=O)NCC3CCCO3)cc3c2[nH]c2ccccc23)cc1 (configuration not stated),/,/,20,-3,-9,/,-1,-3
Cc1c(C)n(C(=O)CN2CCC(C(N)=O)CC2)c2ccccc12,/,-6,/,-1,-6,/,/,3
COc1cc(NC(=O)CNc2cccc(S(=O)(=O)N3CCOCC3)c2)cc(OC)c1,-11,-11,5,19,1,/,1,1
CCCCN(CC)C(=O)c1ccc(Cl)cc1,-1,2,-2,0,1,/,0,1
CC1CC(C)(C)CC2(C1)NC(=O)N(CC(=O)Nc1cc(C(F)(F)F)ccc1N1CCCCC1)C2=O (configuration not stated),5,/,0,-2,1,-3,-167,1

# 3 compounds already listed, ordered by the number in LGR2 antag, high to low:
smiles,LGR2 antag
Cn1c2c(c(=O)n(C)c1=O)NC1(N2)C(=O)Nc2ccccc21 (configuration not stated),15
COc1ccc(CCNC(=O)C2CC2)cc1,1
O=C(O)c1ccc(CNC(=O)C2CCCN2C(=O)OCc2ccccc2)cc1 (configuration not stated),-12

# The results go on.
SMILES,PAX8 inh HTS,LGR2 antag,EWS-Fli block,miR-122 sensor,PGC1a acetyl inh,FN deposit inh,Casp6 inh,Cneo AK release
Cc1ccccc1S(=O)(=O)N1C[C@H](O)COC[C@H]2O[C@H](CC(=O)N3CCCCC3)CC[C@@H]21,-13,/,-4,9[16.7 µM],4,-17,-1,0
Cc1ccc(OCCNC(=O)c2ccccc2F)cc1,-21,-11,-44,/,-5,6,-1,-1
O=C(CN1CCN(C(=O)C2CCCO2)CC1)Nc1cc(C(F)(F)F)ccc1Cl (configuration not stated),4,0,3,0,-2,-1,4,-2
O=[N+]([O-])c1cccnc1NCCc1ccccc1,-43,-69,-94,-4,7,-5,0,0
Cc1ccccc1C(=O)NC(CC(C)C)C(=O)Nc1cccc(S(=O)(=O)N(C)C)c1 (configuration not stated),-19,-3,-2,/,/,-7,-2,/
CC1(C(=O)NS(=O)(=O)c2ccccc2)CCN1C(=O)CC(c1ccccc1)c1ccccc1 (configuration not stated),-19,-1,-1,-1,0,-8,-1,1
O=C(O)c1ccc([N+](=O)[O-])c(CS(=O)(=O)c2ccc(Cl)cc2)c1,10,-11,-7,0,12,0,-2,/
COc1cc(CNCCc2ccccc2)ccc1OCC(=O)NC(C)(C)C,/,-2,/,-3,-12,/,/,-1
Cc1[nH]c(C)c(S(=O)(=O)N2CCN(c3ccccc3)CC2)c1C(=O)N1CCCCC1,10,9,/,-2,-9,-4,-1,13
O=P(c1ccccc1)(c1ccccc1)C(O)c1ccc(Br)cc1 (configuration not stated),-7,1,-6,9,10,0,-4,-6
CC1=C(C(=O)N2CCOCC2)CC(CC(=O)NCCCN(C)C)C(=O)N1CCC1=CCCCC1 (configuration not stated),-12,21,-1,-2,10,-4,-9,-1
Cc1nc2c(c(=O)c3ccccc3n2C)c(=O)n1C1CCCCCC1,-40,/,-29,/,10,-2,-5,/
COC(=O)Cc1ccc(NC(=S)NCc2ccco2)cc1,1,-4,-2,-2,-21,14,15,-2
COc1ccc2c(c1)C(=O)N(c1ccccc1OC)C(=O)C2,/,3,-8,/,1,/,22,/
O=C(O)C1(NS(=O)(=O)c2ccc(Cl)cc2)CCCCC1,/,/,/,-6,-3,-5,/,0
Cc1noc(C)c1NC(=O)NCC[C@H]1CC[C@H](NC(=O)c2ccncc2)[C@H](CO)O1,-2,-3,0,/,-10,/,4,0
CC(C)(C)OC(=O)NCCCC[C@H](NC(=O)c1nc[nH]c1C(=O)NC(c1ccccc1)c1ccccc1)C(=O)OC(C)(C)C,80*,7,22,/,/,6,/,2
CC(C)CC(NC(=O)OCc1ccccc1)C(=O)NCC(=O)NCC(=O)OCc1ccccc1 (configuration not stated),-11,-4,-14,/,/,-7,1,/
COc1ccc(C2C(C(C)=O)=C(O)C(=O)N2c2ccc(O)cc2)cc1 (configuration not stated),1,9,2,3,-8,-1,2,-2

# This is a random part of the collection, and some 2.5% of all compounds hit somewhere here.
